DAX1 inh-1: DAX1 (NR0B1) inhibitors on StAR promoter, primary screen, cell-based, luminescence, SF-1 (NR5A1), full-length DAX-1 | HEK293T StAR-luciferase reporter, SF-1/DAX-1 repression relief | inhibition, % at 6.8 µM | actives 1.1% (n = 370,000) | AID 652010, 2013;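 active = inhibition above the mean over all tested compounds plus 3 SD, cut at about 3.6% in these data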;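 note: 0% = DAX-1 cells with DMSO and 100% = cells lacking DAX-1 with DMSO; higher inhibition means more luminescence from relief of DAX-1 repression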
sPLA2-III inh: human group III sPLA2 inhibitors, primary screen, biochemical, QFRET, BODIPY PC-A2 liposome substrate. Group 3 secretory phospholipase A2 (Homo sapiens), Q9NZ20. QFRET BODIPY PC-A2 liposome hydrolysis, fluorescence. inhibition, % at 12.2 µM. actives 0.56% (n = 370,000);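 active = inhibition above mean plus 3 SD of compounds lying within the high and low control bounds, cut at about 19% in these data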;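 note: 0% = median of test compound wells and 100% = no enzyme DMSO wells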
ssDAF12 agonist: S. stercoralis DAF-12 nuclear receptor activators, primary screen, cell-based, luminescence, HEK293, GRIP1 co-expression, lit1-tk-luc | HEK293 ssDAF-12/GRIP1 lit1-tk-luc reporter; % of 3 µM dafachronic acid response | actives 1% (n = 370,000) | Nuclear hormone receptor DAF-12 (Strongyloides stercoralis) | activation, % at 6.8 µM;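 active = activation above the mean over all tested compounds plus 3 SD, cut at about 0.9% in these data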;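 note: 0% = DMSO-only wells and 100% = 3 µM delta7-dafachronic acid wells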
proKLK7 act: proKLK7 zymogen activators, primary screen, biochemical, fluorescence intensity | Kallikrein-7 (Homo sapiens), P49862 | purified proKLK7, EDANS-DABCYL substrate fluorescence; 100% is mature enzyme control, 0% vehicle | activation, % at 7 µM | actives 0.9% (n = 370,000) | AID 652039, 2013;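 active = activation above the mean of all tested compounds plus 3 SD, computed per campaign excluding outliers beyond control limits, cut at about 13% in these data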
FXN GAA850 act: FXN promoter activators, primary screen, cell-based, luciferase luminescence, HEK293 lucGAA850; HEK293 lucGAA850 FXN promoter luciferase reporter, 24 h; percent of 10 µM SAHA response; activation, % at 6 µM; actives 0.56% (n = 360,000); AID 540364, 2011;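 active = activation above the average of all compounds screened plus 3 SD, cutoff fixed separately per campaign, cut at about 7.5% in these data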;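 note: 0% = DMSO wells and 100% = 10 µM SAHA wells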
hcDAF12 agonist: H. contortus DAF-12 nuclear receptor activators, primary screen, cell-based, luminescence, HEK293, lit1-tk-luc reporter | HEK293 hcDAF-12 lit1-tk-luc reporter; 0% DMSO, 100% Δ7-dafachronic acid | activation, % at 6.8 µM | actives 1.4% (n = 370,000);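 active = activation above the mean of all tested compounds plus 3 SD, cut at about 5.5% in these data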;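 note: 100% = response to 3 µM Δ7-dafachronic acid high control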
GC-A act: GC-A stimulated cGMP production enhancers – HEK293 GC-A cells, cGMP TR-FRET, EC30 ANP, primary screen. Atrial natriuretic peptide receptor 1 (Homo sapiens), P16066. 0% at EC30 ANP, 100% saturating ANP. activation, % at 10 µM. actives 0.14% (n = 370,000). AID 1671463, 2021; in the data active = activation above about 40%
GC-B act: human GC-B receptor activators, primary screen, HEK293 GC-B cells, cGMP TR-FRET, EC30 CNP; activation, % at 10 µM; Atrial natriuretic peptide receptor 2 (Homo sapiens), P20594; AID 1920062, 2024; 0% at EC30 CNP, 100% saturating CNP; actives 0.11% (n = 370,000);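 active = activation at 10 µM reaching about 35% in either raw or pattern-adjusted values, limit read from the data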
Target sequence (P20594 whole entry, looked up): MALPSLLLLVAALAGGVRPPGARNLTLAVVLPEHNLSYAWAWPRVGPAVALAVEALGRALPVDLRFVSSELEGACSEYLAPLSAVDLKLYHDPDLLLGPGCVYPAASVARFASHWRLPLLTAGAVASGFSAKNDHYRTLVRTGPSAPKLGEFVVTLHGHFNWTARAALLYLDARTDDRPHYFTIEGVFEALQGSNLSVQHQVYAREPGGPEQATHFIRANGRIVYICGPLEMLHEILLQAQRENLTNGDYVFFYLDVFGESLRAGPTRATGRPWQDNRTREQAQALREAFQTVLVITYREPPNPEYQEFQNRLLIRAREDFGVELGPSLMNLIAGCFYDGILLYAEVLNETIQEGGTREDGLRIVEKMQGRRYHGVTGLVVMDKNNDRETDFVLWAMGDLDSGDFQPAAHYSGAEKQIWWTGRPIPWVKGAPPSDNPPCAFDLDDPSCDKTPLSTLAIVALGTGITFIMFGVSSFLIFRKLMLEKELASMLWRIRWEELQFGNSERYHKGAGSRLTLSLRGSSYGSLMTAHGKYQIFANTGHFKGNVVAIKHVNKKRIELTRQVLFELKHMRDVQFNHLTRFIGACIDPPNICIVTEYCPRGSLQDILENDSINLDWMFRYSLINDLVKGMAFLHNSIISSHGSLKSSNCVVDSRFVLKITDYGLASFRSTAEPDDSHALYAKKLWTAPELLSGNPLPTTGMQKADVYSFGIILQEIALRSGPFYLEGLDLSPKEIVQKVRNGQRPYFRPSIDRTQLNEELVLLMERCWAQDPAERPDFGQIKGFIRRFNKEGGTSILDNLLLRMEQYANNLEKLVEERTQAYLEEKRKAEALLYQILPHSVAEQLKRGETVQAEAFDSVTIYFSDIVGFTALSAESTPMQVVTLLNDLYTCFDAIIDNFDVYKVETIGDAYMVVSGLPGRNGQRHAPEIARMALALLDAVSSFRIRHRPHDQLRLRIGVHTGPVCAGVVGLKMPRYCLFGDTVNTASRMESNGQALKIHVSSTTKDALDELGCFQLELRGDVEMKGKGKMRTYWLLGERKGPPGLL
hgDAF12 agonist: H. glycines DAF-12 receptor agonists, primary screen, cell-based, luminescence, HEK293, GAL4 fusion, UAS-luciferase; Nuclear hormone receptor DAF-12 (Heterodera glycines), GAL4 fusion; AID 687014, 2013; actives 1.8% (n = 370,000); activation, % at 6.8 µM; HEK293 GAL4-hgDAF12 UAS-luciferase reporter, agonist luminescence; normalized to butyrate control;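 active = activation above a cutoff set at the mean of all screened compounds plus 3 SD, cut at about 10% in these data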;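 note: 0% = DMSO wells and 100% = sodium butyrate wells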
SMARCA2 act: SMARCA2 (BRM) function activators, primary screen, cell-based, luminescence, high throughput | activation, % at 9.1 µM | actives 1% (n = 370,000) | AID 652017, 2013 | MG213 cells, MMTV-luciferase reporter, dexamethasone, overnight; in the data active = activation above about 7.8%;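 note: 0% = vehicle wells and 100% = reference activator wells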
DAX1 inh-2: DAX1 (NR0B1) inhibitors, primary screen, cell-based, HEK293, Gal4-DAX1, luciferase luminescence; Nuclear receptor subfamily 0 group B member 1 (Homo sapiens), P51843; HEK293 Gal4-DAX1 luciferase reporter; inhibition, % at 6.75 µM; actives 0.99% (n = 340,000); AID 504766, 2011;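 active = inhibition above the mean over all tested compounds plus 3 SD, cut at about 4.2% in these data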;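 note: 0% = DAX1-transfected cells with DMSO and 100% = empty-vector control cells with DMSO; inhibition shows as a rise in luminescence from relieved DAX1 repression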
The depositor's hits bear a star; · = not tested or not shown.

Compound	DAX1 inh-1	sPLA2-III inh	GC-B act	DAX1 inh-2	proKLK7 act	FXN GAA850 act	ssDAF12 agonist	hgDAF12 agonist	hcDAF12 agonist	SMARCA2 act	GC-A act
O=C(Nc1cccc(Cl)c1)c1cnc[nH]1	1.0	0	0	1.6	-0.4	2.0	-0.6	6.2	3.5	4	2
C=CCc1cc(Cl)ccc1OCCNCCOC	-0.6	10	2	0.6	0.0	-0.1	-1.3	-2.2	-1.2	0	-3
COc1ccc(-c2ccc3c(c2)c(Sc2ccccc2)c(-c2cc(OC)cc(OC)c2)n3C)cc1	0.2	6	-4	·	0.1	·	0.4	0.6	-0.5	5	-1
O=C(c1cnccn1)N(Cc1ccco1)C1(C(=O)NC2CCCC2)CCCCC1	-0.7	2	-3	-0.3	-0.3	-0.7	-1.4	2.8	-1.0	0	-5
O=C(C1CCC(=O)N1Cc1ccccc1Cl)N1CCN(c2ccc(F)cc2)CC1 (stereo unspecified)	0.0	2	-8	0.5	0.4	0.1	-1.6	-0.7	-0.7	-1	-6
COc1cccc(NC(=O)C2CCCN2S(=O)(=O)c2ccc3c(c2)C(C)(C)C(=O)N3C)c1 (stereo unspecified)	0.1	-2	-4	0.2	-0.1	0.1	-1.1	1.0	-1.0	-2	-3
Cc1cc(C)c(C#N)c(SCC(=O)Nc2nnc(-c3ccccc3)s2)n1	-0.4	6	3	-0.9	-0.8	-2.4	-0.7	1.9	-2.1	-3	-5
Cc1c(C(=O)NCc2ccc(Cl)c(Cl)c2)sc(=O)n1Cc1ccc(C(=O)N(C)C)cc1	-3.8	-18	-6	·	0.4	-1.3	-2.4	-8.6	-5.1	-3	-4
CCN(CC)CCN1CCN(c2cnc(C)cn2)CC1	0.7	2	0	·	0.3	-0.4	-0.2	-0.8	-2.3	-2	3
CC(C)(C)OC(=O)N1CC(O)CC1C(=O)OCC(=O)c1ccccc1 (stereo unspecified)	-0.3	1	4	0.1	-0.3	3.4	-0.5	-0.8	-1.6	2	0
CN(C)S(=O)(=O)c1cccc(COC(=O)c2ccc(Cl)cc2O)c1	-0.5	-19	5	2.0	0.4	1.7	-1.7	2.1	-2.2	1	-2
O=C(Nc1ccc(Cl)cc1)N1CCc2[nH]c3ccccc3c2C1	-0.2	-43	-1	0.5	5.3	-1.9	-1.3	1.7	-0.3	-1	0
CCOC(=O)CSc1nc2sc(C)c(C)c2c(=O)n1N	0.6	2	-5	0.5	-0.8	-1.9	-1.5	-1.7	-1.3	-1	3
O=C(COc1cccc(F)c1)Nc1nc(-c2ccccn2)cs1	0.6	1	0	3.1	-0.7	-1.6	-0.2	-0.1	0.9	0	1
N#Cc1ccc(S(=O)(=O)N2CCCCC2c2cc(C(=O)Nc3cccc4c3CCCC4)no2)cc1 (stereo unspecified)	0.3	10	-6	·	0.1	7.9*	-0.9	-0.4	0.6	-2	-3
Cc1ccc(Cn2ccc(=O)c(Cc3c(Cl)cccc3Cl)c2C)cc1	-0.4	-5	-9	-0.9	0.8	1.1	-1.2	-2.3	3.0	2	-12
O=C(COC(=O)CSc1ccc(F)cc1)NC1CC1	-0.9	1	4	-0.4	0.3	-0.9	-1.6	2.1	0.7	-1	1
c1ccc(CN(Cc2cccs2)C(c2cccs2)c2nnnn2C2CCCC2)cc1 (stereo unspecified)	-1.0	-4	-13	-0.9	0.5	5.0	-1.2	-1.3	0.3	-4	-18
O=C(NNC(=O)c1sccc1-n1cccc1)c1ccc(F)cc1	-0.6	3	0	0.0	-0.8	-1.9	-1.8	-2.1	0.4	-4	0
CCCCCNC(=O)C(c1ccncc1)n1c(=O)c(-c2ccccc2)nc2ccccc21 (stereo unspecified)	1.4	-2	4	·	4.3	·	-1.0	4.4	-1.0	1	3

Arranged by the number under GC-B act (rising): 3 of the compounds above
| mol | GC-B act |
| --- | --- |
| c1ccc(CN(Cc2cccs2)C(c2cccs2)c2nnnn2C2CCCC2)cc1 (stereo unspecified) | -13 |
| O=C(NNC(=O)c1sccc1-n1cccc1)c1ccc(F)cc1 | 0 |
| C=CCc1cc(Cl)ccc1OCCNCCOC | 2 |

(cont.)
Compound	DAX1 inh-1	sPLA2-III inh	GC-B act	DAX1 inh-2	proKLK7 act	FXN GAA850 act	ssDAF12 agonist	hgDAF12 agonist	hcDAF12 agonist	SMARCA2 act	GC-A act
C[n+]1ccccc1N1CCN(c2ccccc2Cl)CC1	-0.2	3	6	-1.2	-1.1	2.7	-0.8	-0.7	-2.5	5	1
COc1cc2c(cc1NC(=S)NC(=O)c1c(OC)cccc1OC)oc1ccccc12	0.0	2	-8	0.5	-15	0.0	-1.2	0.9	-0.5	-2	2
CC(C)COC(=O)N1C[C@H](O)C[C@H]1C(=O)Nc1ccc(Cl)cc1	-0.3	0	1	0.0	0.3	1.5	-0.8	-0.5	2.4	-1	1
O=C(C1=C(O)/C(=C/c2ccc(O)cc2)CCC1)C(F)(F)F	0.1	-6	-9	1.3	-0.8	0.7	-1.3	1.9	-2.1	1	-2
CCOC(=O)c1c(NC(=O)COC(=O)CCCOc2ccc(OC)cc2)sc(C(=O)N(C)C)c1C	1.9	-5	0	2.6	-0.1	3.2	-1.4	1.7	0.1	8.3*	-8
Cc1ccc(C)c(NS(=O)(=O)c2cc(C(=O)Nc3cccc(N(C)S(C)(=O)=O)c3)ccc2C)c1	-0.3	-56	6	-1.2	0.5	-1.9	-2.5	-1.3	-2.1	-3	8
Clc1cc2cccnc2c2ncccc12	-4.4	19	-4	0.2	0.1	-1.1	-0.9	-9.0	-3.5	0	1
CC(=O)c1ccc(NC(=O)CNCc2cccs2)cc1	0.8	2	-1	1.6	0.4	3.7	-0.6	4.7	1.7	2	-2
CS(=O)(=O)N1N=C(c2ccco2)CC1c1ccc(Cl)cc1Cl (stereo unspecified)	0.5	3	-1	-1.1	-0.3	2.8	-1.5	-3.6	-0.6	-3	-3
Cc1ccc(CNC(=O)C(=O)NCC(c2ccco2)N2CCOCC2)cc1 (stereo unspecified)	0.4	-6	-11	-0.9	0.2	3.1	-1.8	0.2	-3.4	0	3
C/C(=N\Nc1ccc(Cl)c(C(=O)O)c1)c1cccc2ccccc12	-0.1	-11	-2	-0.2	0.8	3.0	-1.0	0.9	0.3	3	0
C[N+](C)(C)CCN(Cc1ccc(Cl)cc1)c1ccccn1	-0.7	5	-4	-0.2	0.5	0.9	-0.6	-0.6	-1.8	1	3
O=C(O)CCCNC(=O)/C(=C\c1ccc(Cl)cc1)NC(=O)c1ccc(Br)cc1	0.3	-6	0	0.6	0.5	1.2	-1.0	-1.4	-0.1	-3	1
Nc1ccn(C2OC(COC(=O)C34CC5CC(CC(C5)C3)C4)C(O)C2O)c(=O)n1 (stereo unspecified)	-0.3	7	3	-0.2	0.2	2.0	-1.4	3.9	-1.7	-5	0
COc1ccc(C(=O)/C=C(\N)C(F)(F)F)c(O)c1	0.4	3	4	-0.3	0.2	0.4	-1.2	0.1	-1.1	1	19
CN(C)S(=O)(=O)n1cc(/C=C(\NC(=O)c2ccccc2)C(=O)N2CCOCC2)c2ccccc21	-0.2	1	-3	0.8	0.2	-1.1	-0.5	2.2	1.3	-4	1
CCOc1ccc(N2C(=O)CC(Sc3ccccc3C(=O)O)C2=O)c([N+](=O)[O-])c1 (stereo unspecified)	0.1	-11	1	1.5	-0.4	0.4	-1.4	7.5	-1.6	5	3
CCCCC/C(=N\NC(=O)CCC(=O)NCc1ccccc1)c1ccccc1	-0.6	14	-12	-0.8	-0.3	-0.8	-1.1	1.6	1.0	-2	-16
CC1CCN(C(=O)COC(=O)COc2ccccc2C#N)CC1	-1.0	11	1	1.2	0.6	1.1	-1.5	-1.9	1.0	-2	-4
COCc1cc(N2CCNC[C@H]2C)ccc1N1CCN(Cc2ccccc2)[C@@H](C)C1	0.0	6	-1	·	0.0	·	-0.9	-3.6	-1.4	1	3

Additional results:
Compound	DAX1 inh-1	sPLA2-III inh	GC-B act	DAX1 inh-2	proKLK7 act	FXN GAA850 act	ssDAF12 agonist	hgDAF12 agonist	hcDAF12 agonist	SMARCA2 act	GC-A act
c1ccc(Nc2nc(N3CCCC3)nc(N3CCCC3)n2)cc1	0.0	-4	1	0.2	0.9	0.4	-1.9	1.6	1.2	-2	-2
CCC(=O)n1nc(-c2ccccc2)nc1N	0.1	9	-5	2.1	0.1	-0.7	-0.8	-2.5	-0.7	-2	3
COc1ccc(CN2C(=O)CCCC2(C)c2nc3ccccc3[nH]2)cc1 (stereo unspecified)	3.0	-6	1	·	-0.2	·	-0.6	1.2	1.0	-4	4
Cc1ccc(C(=O)CCC(=O)OCC(=O)N(CC(C)C)c2c(N)n(Cc3ccccc3)c(=O)[nH]c2=O)cc1	-0.6	-4	2	-0.6	0.2	0.7	0.1	-0.3	0.3	-1	-1
Cc1ccc(S(=O)(=O)N2C[C@H]3[C@H]4C(=O)N(Cc5ccccc5)C(=O)[C@H]4CC(=O)[C@H]3[C@@H]2c2ccccc2Cl)cc1	0.3	-30	0	·	0.2	·	-0.4	1.9	0.1	1	0
COc1ccc(/C=C/C(=O)N2CCC(c3ccccc3)C2)cc1 (stereo unspecified)	-0.5	12	-2	0.3	0.0	4.1	-0.9	2.2	-0.4	-2	-3
COc1cc(C2NC(=S)NC(c3ccccc3)=C2C(C)=O)cc(Br)c1OCC(N)=O (stereo unspecified)	-0.8	10	-6	0.1	-0.5	-1.2	-0.9	-0.9	-0.4	2	-7
Cc1csc(NC(=O)C(NS(=O)(=O)c2ccc(Br)s2)c2ccccc2)n1 (stereo unspecified)	0.2	-15	-2	1.9	-0.2	-0.5	-1.2	2.3	1.0	1	-2
CCC(C)c1ccccc1NS(=O)(=O)c1cnn(CC)c1 (stereo unspecified)	-1.9	2	-2	0.5	-0.6	0.9	-0.4	-1.0	-2.3	-3	1
Cc1cccc(NC(=O)Nc2ccc(Oc3c(F)c(F)c(F)c(F)c3F)cc2)c1	-0.3	2	-2	-0.7	-0.2	1.1	-1.5	2.7	3.8	-2	5
CCOC(=O)CNC1CC(=O)N(c2cccc(Cl)c2)C1=O (stereo unspecified)	-0.2	-8	4	2.1	-0.1	0.2	-0.9	1.8	0.2	2	2
CSc1cccc(NC(=O)COc2ccccc2C)c1	0.3	-5	-2	0.4	0.6	-0.4	-1.1	2.6	-0.9	-1	3

High-throughput results: PubChem BioAssay, several laboratories
